Bioassay records deposited in PubChem BioAssay by Johns Hopkins Ion Channel Center.
MrgX1 agonist = activates human MrgX1 receptor signaling; Q96LB2; MrgX1-HEK293 cells, Fluo-4 calcium fluorescence, agonist mode; hits give high values; B-score at 10 µM; 310,000 tested, 0.44% active; AID 588627;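 active = calcium response B-score plate-corrected fluorescence ratio at least 3 library SD, with starting fluorescence B-score inside 5 SD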
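System – MrgX1-expressing HEK293 cells · Incubation – cells plated overnight, dye loaded 0.5 h 37 °C, 0.5 h room temperature · Technique – kinetic Fluo-4 NW fluorescence of intracellular calcium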
TRPC4 potent = TRPC4 (mouse) allosteric potentiation | B-score at 10 µM | HEK293 TRPC4beta/mu-opioid, DAMGO EC20, Fluo-4 Ca2+ flux; hits give high values | Q9QUQ5 | 310,000 tested, 0.42% active;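 active = B-score of calcium response area above 5 SD of library B-scores, with initial fluorescence ratio within 5 SD of library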;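 note: B-score of integrated fluorescence ratio over time as area under calcium response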
MrgX1 antagonist = blocks BAM8-22 activation of human MrgX1 receptor. Q96LB2. B-score at 10 µM. 310,000 tested, 1.3% active. MRGX1-HEK293 calcium flux, Fluo-4, BAM8-22 antagonism; hits give low values;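 active = calcium-response B-score plate-corrected more than 3 library SD below zero, starting fluorescence within 5 deviations, no agonist response on first addition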;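 note: peak minus trough fluorescence over baseline after final BAM8-22 challenge near maximal dose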
TRPC6 act = mouse TRPC6 channel activation. Q61143. HEK293-TRPC6 membrane potential dye fluorescence; hits give high values. B-score at 10 µM. 310,000 tested, 0.13% active;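 active = B-score of the integrated fluorescence ratio above library mean plus 3 SD, and starting fluorescence ratio within library mean plus 5 SD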;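 note: higher score means more depolarization so channel activation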
Target sequence (Q61143 whole entry, looked up): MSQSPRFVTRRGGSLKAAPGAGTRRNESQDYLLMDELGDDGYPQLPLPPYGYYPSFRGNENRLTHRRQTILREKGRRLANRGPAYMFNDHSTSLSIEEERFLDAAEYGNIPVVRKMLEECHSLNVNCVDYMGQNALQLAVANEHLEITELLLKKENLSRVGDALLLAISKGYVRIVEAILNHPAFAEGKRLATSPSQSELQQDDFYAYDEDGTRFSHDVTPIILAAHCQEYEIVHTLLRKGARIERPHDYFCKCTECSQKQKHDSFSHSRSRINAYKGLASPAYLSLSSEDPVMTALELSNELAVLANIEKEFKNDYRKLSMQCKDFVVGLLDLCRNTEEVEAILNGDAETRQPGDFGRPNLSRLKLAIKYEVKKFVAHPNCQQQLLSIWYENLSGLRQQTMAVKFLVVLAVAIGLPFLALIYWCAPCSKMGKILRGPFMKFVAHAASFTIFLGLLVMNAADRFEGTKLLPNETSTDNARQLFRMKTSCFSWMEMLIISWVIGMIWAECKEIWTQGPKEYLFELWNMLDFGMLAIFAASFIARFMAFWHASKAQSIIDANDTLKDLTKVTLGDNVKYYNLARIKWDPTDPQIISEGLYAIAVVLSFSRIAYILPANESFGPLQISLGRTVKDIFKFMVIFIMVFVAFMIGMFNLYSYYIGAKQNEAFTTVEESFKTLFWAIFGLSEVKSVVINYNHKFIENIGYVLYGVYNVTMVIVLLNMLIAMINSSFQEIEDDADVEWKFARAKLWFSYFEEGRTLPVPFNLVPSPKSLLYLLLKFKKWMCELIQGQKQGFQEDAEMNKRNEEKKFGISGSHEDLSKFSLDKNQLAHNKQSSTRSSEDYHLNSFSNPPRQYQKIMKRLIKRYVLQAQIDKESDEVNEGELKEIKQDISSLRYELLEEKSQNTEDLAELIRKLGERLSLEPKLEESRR
TRPC4 inh = inhibitors of mouse TRPC4 channel; Q9QUQ5; B-score at 10 µM; HEK293 TRPC4beta/mu-opioid, DAMGO-evoked Fluo4 calcium flux; hits give low values; 300,000 tested, 0.39% active;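 active = B-score over 3 SD under the library average, no early fluorescence shift, positive overall ratio signal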
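Test system – stable TRPC4beta/mu-opioid receptor HEK293 cells · Probe or stimulus – DAMGO, a submaximal dose followed by a maximal one · Dosing – one concentration per compound · Signal – Fluo4 calcium fluorescence by kinetic imaging, 5 s 1 Hz baseline · Evaluation – per-well B score of integrated baseline-normalized Fluo4 ratio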
TMEM16A act = activates or potentiates the mouse TMEM16A chloride channel | HEK293 TMEM16A/YFP-H148Q/I152L, iodide quench fluorescence; hits give low values | B-score at 10 µM | 340,000 tested, 0.3% active | AID 623877;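 active = fluorescence-ratio B-score plate-corrected deviation score at least 3 library SD below zero, with starting fluorescence score within 5 deviations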;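 note: channel opened by trigger with iodide after compound preincubation; score built on the fluorescence ratio of max minus min over baseline; more negative score means more quench and so TMEM16A activation or potentiation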
TRPC6 inh = inhibitors of mouse TRPC6 channel | Q61143 | HEK293-TRPC6, membrane potential dye, ACh-evoked depolarization; hits give low values | B-score at 10 µM | 310,000 tested, 1.1% active;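 active = B-score under library mean minus 3 SD, initial fluorescence not abnormally high, positive integrated signal ratio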;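 note: B-score derived from integrated fluorescence ratio over the kinetic read; more negative B-score means stronger inhibition of depolarization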
TRPC4 act = activators of mouse TRPC4 channel. HEK293 TRPC4beta/mu-opioid, Fluo4 calcium fluorescence; hits give high values. AID 2237. 310,000 tested, 0.49% active. B-score at 10 µM;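 active = B-score above 5 SD of library B-scores, and initial fluorescence ratio not above library mean plus 5 SD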;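 note: positive B-score marks a calcium rise read as TRPC4 activation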
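Assay system – TRPC4beta and mu-opioid receptor HEK293 stable cells · Measured by – Fluo4 fluorescence, kinetic · Schedule – dye loading 45 min room temperature, 110 s kinetic read · Read-out – B-scored integrated calcium fluorescence ratio · Controls – buffer and maximal DAMGO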
RGS4 block = inhibitors of human RGS4; 310,000 tested, 0.45% active; AID 463165; HEK293 M3R/RGS4 inducible, Fluo-4 calcium flux; hits give high values; triggered by carbachol at its EC20; P49798; B-score at 10 µM;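 active = B-score, a plate-corrected calcium signal, over three deviations above library mean, with baseline fluorescence within five deviations of library mean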;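 note: RGS4 expression induced by doxycycline in cells with stable M3 receptor; B-score is computed from the integrated fluorescence ratio over baseline after carbachol; higher B-score means a larger calcium signal and so more RGS4 inhibition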
MrgX1 PAM = human MrgX1 positive allosteric modulation, primary screen. 310,000 tested, 0.63% active. Q96LB2. MrgX1-HEK293, Fluo-4 calcium flux, FDSS; hits give high values. AID 588675. B-score at 10 µM;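 active = plate-corrected calcium response at least 3 library SD above typical, normal starting fluorescence, not activating the receptor alone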;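 note: compound read alongside a low EC10 to EC30 dose of BAM8-22 agonist; peak minus trough fluorescence over baseline measured at the second addition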
TMEM16A inh = mouse TMEM16A channel inhibition, primary screen; Q8BHY3; HEK293 TMEM16A/YFP iodide influx fluorescence, ionomycin; normalized B-score (activity score, 25-100; higher = stronger inhibition) at 10 µM; 310,000 tested, 1.2% active; AID 588511;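 active = ratio plate-corrected score three or more library SD toward inhibition, starting fluorescence score within five deviations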;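 note: score derived from kinetic fluorescence span divided by baseline fluorescence per well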
The depositor's hits bear a star.

`COc1cccc(C2(c3cccc(OC)c3)CC2C(=O)Nc2cccc3ccccc23)c1` (configuration not stated) gave MrgX1 agonist inactive, TRPC4 potent inactive, MrgX1 antagonist inactive, TRPC6 act inactive, TRPC4 inh inactive, TMEM16A act inactive, TRPC6 inh inactive, TRPC4 act inactive, RGS4 block inactive, MrgX1 PAM inactive and TMEM16A inh inactive.
Cc1ccc(NC(=O)Cn2nnc(C(=O)NCc3ccco3)c2N)c(C)c1 was read as MrgX1 agonist inactive, TRPC4 potent inactive, MrgX1 antagonist inactive, TRPC6 act inactive, TRPC4 inh inactive, TMEM16A act inactive, TRPC6 inh inactive, TRPC4 act inactive, RGS4 block inactive, MrgX1 PAM inactive and TMEM16A inh inactive.
`O=C(c1ccco1)N1CCN(CCOc2ccc(F)cc2)CC1` gave MrgX1 agonist inactive, TRPC4 potent inactive, MrgX1 antagonist inactive, TRPC6 act inactive, TRPC4 inh inactive, TMEM16A act inactive, TRPC6 inh inactive, TRPC4 act inactive, RGS4 block inactive, MrgX1 PAM inactive and TMEM16A inh inactive.
CCOn1c(=O)c(-c2cccc(Br)c2)[n+]([O-])c2ccccc21 was read as MrgX1 agonist inactive, TRPC4 potent inactive, MrgX1 antagonist inactive, TRPC6 act inactive, TRPC4 inh inactive, TMEM16A act inactive, TRPC6 inh inactive, TRPC4 act inactive, RGS4 block inactive, MrgX1 PAM inactive and TMEM16A inh inactive.
For O=C(Nc1ccc(N2CCCCC2)c(Cl)c1)c1cccnc1 the results were MrgX1 agonist inactive, TRPC4 potent inactive, MrgX1 antagonist inactive, TRPC6 act inactive, TRPC4 inh inactive, TMEM16A act inactive, TRPC6 inh inactive, TRPC4 act inactive, RGS4 block inactive, MrgX1 PAM inactive and TMEM16A inh inactive.
For COc1ccccc1C1CC(=O)NC(SCC(=O)Nc2ccccc2)=C1C#N (configuration not stated) the results were MrgX1 agonist inactive, TRPC4 potent inactive, MrgX1 antagonist inactive, TRPC6 act inactive, TRPC4 inh inactive, TMEM16A act inactive, TRPC6 inh inactive, TRPC4 act inactive, RGS4 block inactive, MrgX1 PAM inactive and TMEM16A inh inactive.
Screening COC(=O)C1(Cc2cc(-c3ccccc3)no2)CCN(C(=O)OC(C)(C)C)CC1 returned MrgX1 agonist inactive, TRPC4 potent inactive, MrgX1 antagonist inactive, TRPC6 act inactive, TRPC4 inh inactive, TMEM16A act inactive, TRPC6 inh inactive, TRPC4 act inactive, RGS4 block inactive, MrgX1 PAM inactive and TMEM16A inh inactive.
For CCN(C(=O)CN1CCN(S(=O)(=O)c2cc(Cl)ccc2Cl)CC1)c1c(N)n(Cc2ccccc2)c(=O)[nH]c1=O the results were MrgX1 agonist inactive, TRPC4 potent inactive, MrgX1 antagonist inactive, TRPC6 act inactive, TRPC4 inh inactive, TMEM16A act inactive, TRPC6 inh inactive, TRPC4 act inactive, RGS4 block inactive, MrgX1 PAM inactive and TMEM16A inh inactive.
Screening O=C(COc1ccc(Br)cc1)N/N=C1/SCC(=O)N1Cc1ccccc1 returned MrgX1 agonist inactive, TRPC4 potent inactive, MrgX1 antagonist inactive, TRPC6 act inactive, TRPC4 inh inactive, TMEM16A act inactive, TRPC6 inh inactive, TRPC4 act inactive, RGS4 block inactive, MrgX1 PAM inactive and TMEM16A inh inactive.
Screening CN1CCN(S(=O)(=O)c2cccc(C(=O)Nc3cc(C(N)=O)cc(C(N)=O)c3)c2)CC1 returned MrgX1 agonist inactive, TRPC4 potent inactive, MrgX1 antagonist inactive, TRPC6 act inactive, TRPC4 inh inactive, TMEM16A act inactive, TRPC6 inh inactive, TRPC4 act inactive, RGS4 block inactive, MrgX1 PAM inactive and TMEM16A inh inactive.
Screening OCCN(CCO)c1ccc(C(c2ccccc2Cl)c2ccc(N(CCO)CCO)cc2Cl)c(Cl)c1 returned MrgX1 agonist inactive, TRPC4 potent inactive, MrgX1 antagonist inactive, TRPC6 act inactive, TRPC4 inh inactive, TMEM16A act inactive, TRPC6 inh inactive, TRPC4 act inactive, RGS4 block inactive, MrgX1 PAM inactive and TMEM16A inh inactive.
For Cc1ccc([N+](=O)[O-])cc1S(=O)(=O)Nc1ccc(-c2ccc(N3CCOCC3)nn2)cc1 the results were MrgX1 agonist inactive, TRPC4 potent inactive, MrgX1 antagonist inactive, TRPC6 act inactive, TRPC4 inh inactive, TMEM16A act inactive, TRPC6 inh inactive, TRPC4 act inactive, RGS4 block inactive, MrgX1 PAM 29* and TMEM16A inh inactive.
Screening O=C(O)CCNc1ccc2c(c1)OCCO2 returned MrgX1 agonist inactive, TRPC4 potent inactive, MrgX1 antagonist inactive, TRPC6 act inactive, TRPC4 inh inactive, TMEM16A act inactive, TRPC6 inh inactive, TRPC4 act inactive, RGS4 block inactive, MrgX1 PAM inactive and TMEM16A inh inactive.
Screening CNC(=O)NC(=O)COC(=O)c1n[nH]c2ccccc12 returned MrgX1 agonist inactive, TRPC4 potent inactive, MrgX1 antagonist inactive, TRPC6 act inactive, TRPC4 inh inactive, TMEM16A act inactive, TRPC6 inh inactive, TRPC4 act inactive, RGS4 block inactive, MrgX1 PAM inactive and TMEM16A inh inactive.
`COc1ccc(NC(=O)Nc2ccc(F)cc2)c(C)c1` gave MrgX1 agonist inactive, TRPC4 potent inactive, MrgX1 antagonist inactive, TRPC6 act inactive, TRPC4 inh inactive, TMEM16A act inactive, TRPC6 inh inactive, TRPC4 act inactive, RGS4 block inactive, MrgX1 PAM inactive and TMEM16A inh inactive.
Screening Cc1ccccc1Cn1ccc(NC(=O)c2cc3ncc(Br)cn3n2)n1 returned MrgX1 agonist inactive, TRPC4 potent inactive, MrgX1 antagonist inactive, TRPC6 act inactive, TRPC4 inh inactive, TMEM16A act inactive, TRPC6 inh inactive, TRPC4 act inactive, RGS4 block inactive, MrgX1 PAM inactive and TMEM16A inh inactive.
For Brc1ccc(Oc2ncc(CN3CCOCC3)s2)cc1 the results were MrgX1 agonist inactive, TRPC4 potent inactive, MrgX1 antagonist inactive, TRPC6 act inactive, TRPC4 inh inactive, TMEM16A act inactive, TRPC6 inh inactive, TRPC4 act inactive, RGS4 block inactive, MrgX1 PAM inactive and TMEM16A inh inactive.
`CCOc1ccc(CN2CCN(Cc3cn(CC)nc3C)CC2CCO)cc1` (configuration not stated) gave MrgX1 agonist inactive, TRPC4 potent inactive, MrgX1 antagonist inactive, TRPC6 act inactive, TRPC4 inh inactive, TMEM16A act inactive, TRPC6 inh inactive, TRPC4 act inactive, RGS4 block inactive, MrgX1 PAM inactive and TMEM16A inh inactive.
Screening O=C(O)c1ccc2cccc(Cl)c2c1O returned MrgX1 agonist inactive, TRPC4 potent inactive, MrgX1 antagonist inactive, TRPC6 act inactive, TRPC4 inh inactive, TMEM16A act inactive, TRPC6 inh inactive, TRPC4 act inactive, RGS4 block inactive, MrgX1 PAM inactive and TMEM16A inh inactive.
Cc1cc(=O)oc2c(C)c(OC(C)C(=O)NC(Cc3c[nH]c4ccc(O)cc34)C(=O)O)ccc12 (configuration not stated) was read as MrgX1 agonist inactive, TRPC4 potent inactive, MrgX1 antagonist -5.5*, TRPC6 act inactive, TRPC4 inh inactive, TMEM16A act inactive, TRPC6 inh inactive, TRPC4 act inactive, RGS4 block inactive, MrgX1 PAM inactive and TMEM16A inh inactive.
CCOC(=O)N/N=C/C=C/c1ccccc1[N+](=O)[O-] was read as MrgX1 agonist inactive, TRPC4 potent inactive, MrgX1 antagonist inactive, TRPC6 act inactive, TRPC4 inh inactive, TMEM16A act inactive, TRPC6 inh inactive, TRPC4 act inactive, RGS4 block inactive, MrgX1 PAM inactive and TMEM16A inh inactive.
CCN(CC)S(=O)(=O)c1ccc(S(=O)(=O)Nc2ccc(C(=O)N3CCCC3)cc2)cc1 was read as MrgX1 agonist inactive, TRPC4 potent inactive, MrgX1 antagonist inactive, TRPC6 act inactive, TRPC4 inh inactive, TMEM16A act inactive, TRPC6 inh inactive, TRPC4 act inactive, RGS4 block inactive, MrgX1 PAM inactive and TMEM16A inh inactive.
For CCCCOCCCNCc1cccn1CCN1CCOCC1 the results were MrgX1 agonist inactive, TRPC4 potent inactive, MrgX1 antagonist inactive, TRPC6 act inactive, TRPC4 inh inactive, TMEM16A act inactive, TRPC6 inh inactive, TRPC4 act inactive, RGS4 block inactive, MrgX1 PAM inactive and TMEM16A inh inactive.
Screening Cc1cc(NC(=O)c2ccc(N(C)S(=O)(=O)c3ccccc3)cc2)no1 returned MrgX1 agonist inactive, TRPC4 potent inactive, MrgX1 antagonist inactive, TRPC6 act inactive, TRPC4 inh inactive, TMEM16A act inactive, TRPC6 inh inactive, TRPC4 act inactive, RGS4 block inactive, MrgX1 PAM inactive and TMEM16A inh inactive.
Cc1ccccc1NC(=S)NNC(=O)c1cccc(Br)c1 was read as MrgX1 agonist inactive, TRPC4 potent inactive, MrgX1 antagonist inactive, TRPC6 act inactive, TRPC4 inh inactive, TMEM16A act inactive, TRPC6 inh inactive, TRPC4 act inactive, RGS4 block inactive, MrgX1 PAM inactive and TMEM16A inh inactive.
Screening CC(C)(C)c1cc(NC(=O)CCl)n(-c2ccccc2)n1 returned MrgX1 agonist inactive, TRPC4 potent inactive, MrgX1 antagonist inactive, TRPC6 act inactive, TRPC4 inh inactive, TMEM16A act inactive, TRPC6 inh inactive, TRPC4 act inactive, RGS4 block inactive, MrgX1 PAM inactive and TMEM16A inh inactive.
CCC(Sc1nnc(-c2ccc(C)c(Cl)c2)n1CC)C(=O)Nc1nccs1 (configuration not stated) was read as MrgX1 agonist inactive, MrgX1 antagonist inactive, TMEM16A act inactive, MrgX1 PAM inactive and TMEM16A inh inactive.
Screening COC(=O)c1ncn(C2OC(COC(C)=O)C(OC(C)=O)C2OC(C)=O)n1 (configuration not stated) returned MrgX1 agonist inactive, TRPC4 potent inactive, MrgX1 antagonist inactive, TRPC6 act inactive, TRPC4 inh inactive, TMEM16A act inactive, TRPC6 inh inactive, TRPC4 act inactive, RGS4 block inactive, MrgX1 PAM inactive and TMEM16A inh inactive.
